# Screening data: PubChem BioAssay, several laboratories
# PKA-R1A act = activates the PKA-R1A holoenzyme complex; P00514+P68181; 340,000 tested, 0.083% active; PKA-R1A dissociation, Cy5-IP20 fluorescence polarization; scaled: DMSO 0%, 113 µM cGMP 100%; activation, % at 11.4 µM;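 active = percent activation above the mean of all tested compounds plus 3 SD, cut at about 19% in these data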;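 note: higher means more PKAc released from R1A so a rise in polarization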
# Arr AP2 block = inhibitors of human beta-arrestin and AP2 interaction | FITC-arrestin peptide / GST-AP2 beads, flow cytometry; AP2 beta2 appendage carries R879A mutation | inhibition, % at 10 µM | 340,000 tested, 0.31% active | AID 504490;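 active = inhibition above a set limit, near 3 SD of compounds lacking own fluorescence, cut at about 54% in these data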;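 note: plate controls were DMSO wells for no effect and 5 µM unlabelled arrestin peptide for full effect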
#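 Assay system: GST-AP2 R879A bound to glutathione beads, E. coli-expressed; Medium: PBS with 0.05% Tween 20 and 0.1% BSA; Also added: fluorescein-tagged arrestin peptide at 50 nM final; Timing: 12 min plus 1 h, RT; Measured by: flow cytometry, FL1 (488/535 nm); Evaluation: percent drop in bead-associated FITC signal.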
# Pemphigus Ab inh = inhibitors of pemphigus antibody binding to human desmoglein-3. 310,000 tested, 0.48% active. DSG3-coupled beads, scFv-anti-DSG3-GFP binding, flow cytometry; stronger effect = lower value. binding (percent of control), % at 10 µM. P32926;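 active = binding more than 3 SD below its plate's average and above zero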;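 note: hits lower antibody fragment binding to DSG3; some compounds called inactive have numbers as strong as hits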
# MOR-DOR inv ag = mu-delta opioid heterodimer inverse agonism; P35372+P41143; cell-based MOR-DOR heterodimer luminescence; inhibition, % at 9.3 µM; 340,000 tested, 0.21% active; AID 504357; in the data active = inhibition above about 22%, passing the limit was not always enough;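 note: 0% = cells with DMSO and 100% = wells without cells with DMSO; values of inactives mirror those of a sister screen read the other way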
# PKA-R2B act = activators of human PKA-R2B complex; 340,000 tested, 0.079% active; PKA-R2B holoenzyme dissociation, Cy5-IP20 fluorescence polarization; R2B truncated from residue 108, S112A mutant; 0% DMSO only, 100% 113 µM cGMP; P22694+P31323; activation, % at 11.4 µM;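 active = activation above a cutoff set at the mean over all compounds plus 3 SD, cut at about 18% in these data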;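 note: higher means more holoenzyme dissociation and a rise in polarization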
# Target sequence (P31323 whole entry, looked up, other chains not shown, the tested form may be a part): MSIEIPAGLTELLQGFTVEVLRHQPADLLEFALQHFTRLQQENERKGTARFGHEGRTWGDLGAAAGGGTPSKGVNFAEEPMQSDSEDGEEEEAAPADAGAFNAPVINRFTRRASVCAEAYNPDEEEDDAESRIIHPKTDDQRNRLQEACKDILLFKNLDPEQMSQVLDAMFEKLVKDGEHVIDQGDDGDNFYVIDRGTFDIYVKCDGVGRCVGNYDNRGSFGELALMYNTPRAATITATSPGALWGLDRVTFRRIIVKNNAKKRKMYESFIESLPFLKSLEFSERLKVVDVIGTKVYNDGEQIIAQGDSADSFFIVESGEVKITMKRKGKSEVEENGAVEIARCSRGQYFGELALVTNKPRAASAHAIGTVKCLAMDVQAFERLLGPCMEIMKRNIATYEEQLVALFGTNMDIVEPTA
# HTR5A inv ctr = HTR5A inverse agonism, opioid heterodimer counter-screen. P47898. HTR5A cell line, luminescence. inhibition, % at 9.3 µM. 340,000 tested, 0.083% active; in the data active = inhibition mostly above about 23%, no sharp cut-off; inactive = mostly below about 18%;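 note: 0% = cells with DMSO and 100% = no-cell wells with DMSO; some compounds called inactive have numbers as strong as hits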
# Target sequence (P47898 whole entry, looked up): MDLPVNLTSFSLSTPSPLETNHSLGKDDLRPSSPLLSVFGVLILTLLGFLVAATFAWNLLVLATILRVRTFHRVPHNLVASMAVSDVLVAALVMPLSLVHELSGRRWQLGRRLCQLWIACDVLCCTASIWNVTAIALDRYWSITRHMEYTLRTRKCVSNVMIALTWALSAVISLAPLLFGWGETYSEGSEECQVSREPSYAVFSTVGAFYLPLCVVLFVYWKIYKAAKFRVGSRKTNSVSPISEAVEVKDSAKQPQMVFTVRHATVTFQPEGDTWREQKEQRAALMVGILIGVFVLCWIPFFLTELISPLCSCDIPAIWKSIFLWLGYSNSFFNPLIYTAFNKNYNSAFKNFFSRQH
# OPRM1-OPRD1 ag = agonists of human mu-delta opioid receptor heterodimerization. activation, % at 9.3 µM. cells, OPRM1-OPRD1 heterodimerization, luminescence. P35372+P41143. 340,000 tested, 0.3% active; in the data active = activation above about 18%;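 note: 0% = vehicle-treated cells and 100% = reference agonist; values of inactives mirror those of a sister screen read the other way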
# HTR5A ag ctr = counter-screen for OPRM1-OPRD1 agonists: human HTR5A agonism. P47898. HTR5A agonist assay, luminescence, cell-based. activation, % at 9.3 µM. 340,000 tested, 0.61% active; in the data active = activation mostly above about 9.5%, no sharp cut-off; inactive = mostly below about 7.6%;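 note: 0% = cells with vehicle only and 100% = reference agonist; strong numbers were not always called active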
# V-ATPase pHluor = yeast V-ATPase proton transport regulation by pHLuorin | response, % at 10 µM | 350,000 tested, 0.37% active | AID 504577 | S. cerevisiae, pHLuorin cytosolic pH fluorescence; in the data active = response mostly above about 7.3%, no sharp cut-off; inactive = mostly below about 5.4%; note: actives read high; inactives centre near 0; some compounds called inactive have numbers as strong as hits; reference of the scale not given here
# DAGLB inh = blocks human DAGLB lipase activity. HEK293T DAGLB membrane lysate, EnzChek fluorogenic substrate. inhibition, % at 5.17 µM. AID 504411. 340,000 tested, 0.059% active. Q8NCG7; in the data active = inhibition above about 34%;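 note: 0% = enzyme with vehicle and 100% = wells lacking enzyme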
# An asterisk follows results filed as active; · = not tested or not shown.
SMILES,PKA-R1A act,Arr AP2 block,Pemphigus Ab inh,MOR-DOR inv ag,PKA-R2B act,HTR5A inv ctr,OPRM1-OPRD1 ag,HTR5A ag ctr,V-ATPase pHluor,DAGLB inh
CC(OC(=O)c1cc2sccc2n1C)C(=O)NCc1cccs1 (configuration not stated),2,30,97,-14,6,-10,2.2,4,0,-6
O=C(Nc1ccccc1-c1nnn(CC(=O)N2CCOCC2)n1)c1ccccc1F,9,-3,110,16,-5,14,-3.4,4,3,1
COc1ccccc1N1CCN(C(=O)CSc2ncnc3scc(-c4ccccc4)c23)CC1,5,60*,102,-10,4,-3,1.9,1,-2,-10
Cc1ccc(N(CC(=O)N2CCOCC2)S(C)(=O)=O)cc1Cl,-9,37,93,7,-3,14,-1.5,1,1,-4
CC(CN1CCCCC1)OC(=O)c1ccc(Cl)cc1 (configuration not stated),-6,-4,108,16,-13,-20,-2.9,5,-1,1
COCCCNC(=O)CCSc1ccc(Cl)cc1,-15,18,·,1,0,-18,-0.1,4,-5,-3
CN(C)CCNC(=O)COc1ccc(C23CC4CC(CC(C4)C2)C3)cc1,6,-6,88,-19,0,0,3.7,2,-3,2
O=C(NCc1ccncc1)c1cccc(F)c1,-6,5,103,-4,-2,-25,0.8,2,1,0
Cc1ccc[n+](CC(=O)c2ccc(Br)cc2)c1,-3,-6,101,15,-5,6,-3.2,-2,-2,-2
COC(=O)CCSCC(=O)N1N=C(c2ccc(Br)cc2)CC1c1cccc(OC)c1OC (configuration not stated),0,5,99,-1,0,2,0.2,-1,5,-6
COc1ccc2oc(C(=O)Nc3nc4ccccc4[nH]3)c(C)c2c1,-7,-2,101,-11,-8,-13,2.0,5,-5,-3
COc1ccc(Cc2nc3c4c(ncn3n2)Oc2c(ccc3ccccc23)C4c2ccc(OC)c(OC)c2)cc1 (configuration not stated),5,9,·,7,6,-4,-1.4,2,-1,-3
CCCC/C(O)=C1\C(=O)CC(C)(C)CC1=Nc1ccc(OC)cc1,-12,1,99,-10,-8,-19,1.8,3,-1,-6
COc1ccc(/C=C2\SC(=O)N(CCC(=O)NC3CCS(=O)(=O)C3)C2=O)cc1 (configuration not stated),-9,20,87,19,-1,14,-3.7,-1,-4,-2
CCC(C)Nc1nc(N)c([N+](=O)[O-])c(NCc2ccccc2)n1 (configuration not stated),0,13,101,-36,-8,2,7.7,-1,1,-2
CCC(Sc1nnnn1C)C(=O)Nc1ccc(C(C)=O)cc1 (configuration not stated),4,-10,98,4,1,-11,-0.6,-2,-2,0
Cc1ccc2c(c1)c1c(n2CC(O)CN2CCC(C)CC2)CCCC1 (configuration not stated),-12,35,107,-38,9,-12,7.4,-2,5,4
O=C(Nc1cccnc1)c1cc2cc(Br)ccc2o1,-4,16,101,-1,-11,16,0.2,0,-1,-5
CC[N+](C)(CC)CCC(c1ccccc1)C1CCCCC1 (configuration not stated),-8,-6,383,18,-9,11,-3.7,-3,5,0
O=C1CC2(CCN(C(=O)C3CC(=O)N(c4ccccc4)C3)CC2)Oc2ccccc21 (configuration not stated),-7,21,104,-2,-1,4,0.2,3,5,-1
O=C(c1cccc(Cl)c1)N1CCC(C(=O)N2CCN(Cc3ccccc3)CC2)CC1,-7,-7,104,5,-3,3,-1.0,4,7,1
Cc1nn(-c2ncc(C(F)(F)F)cc2Cl)c(=O)n1-c1cccc(Cl)c1,-4,1,98,8,-15,3,-1.4,-3,2,-8
Cc1onc(-c2c(F)cccc2Cl)c1C(=O)NCc1ccc2c(c1)OCO2,3,-9,·,18,-7,-22,-3.4,2,-4,-2
O=C(c1ccc2c(c1)N(Cc1ccccc1)CCS2)N1CCCCC1,-6,-5,108,4,6,4,-0.8,-2,2,0
COC(=O)c1cc(OC)c(OC)cc1NC(=S)Nc1cccc(Cl)c1,-12,7,104,10,-2,-24,-1.6,2,3,-2
COc1ccc(CNC(=O)CCC(=O)N2CC(C)Oc3ccccc32)cc1 (configuration not stated),-11,1,101,1,-3,-11,-0.2,4,-3,0
COc1ccc(C)cc1S(=O)(=O)NC1CCCCC1,-8,3,102,17,1,2,-3.6,-1,-1,-1
CC1=C(C(=O)OC(C)C)C(c2c[nH]c3ccccc23)n2ncnc2N1 (configuration not stated),1,2,104,-5,-2,-12,0.9,4,2,2
O=C(COc1ccc(Cl)cc1)NC1CC1,15,-8,102,3,6,-2,-0.5,1,-3,-1
O=C(c1ccc2c(=O)n3c(nc2c1)CCCCC3)N1CCCCC1,8,-1,·,7,3,6,-1.3,0,-2,3
COc1ccccc1Nc1ccc2c(O)cc(S(=O)(=O)O)cc2c1,-2,8,93,-44,6,13,8.5,-3,-3,10
CC(C)CC(=O)N1CC=CC[C@@H](c2ccc(Cl)cc2)N(Cc2ccc(Cl)cc2)C(=O)[C@@H]1Cc1ccccc1,-3,-1,109,15,-3,-18,-2.7,7,1,-30
COc1ccc(-c2ocnc2C(=O)Nc2ccccc2N2CCCCC2)cc1,-6,-3,100,4,-6,-8,-0.7,1,6,-12
COc1ccc(Nc2cc(Nc3ccccc3)ncn2)cc1,-1,-3,91,-7,-5,-7,1.6,2,0,3
Cc1ccccc1Nc1c(-c2cccnc2)nc2ccc(Br)cn12,-10,-3,93,6,-8,-5,-1.2,0,-2,3
COC(C(=O)Nc1ccc(S(=O)(=O)Nc2c(C)cccc2C)cc1)c1ccccc1 (configuration not stated),-3,-8,118,-7,-4,-31,1.4,12,5,0
Cn1c(=O)oc2cc(S(=O)(=O)N3CCN(C(=O)c4ccco4)CC3)ccc21,5,-3,147,0,-7,1,0.0,0,9,1
Cc1cc(SCC(=O)c2ccccc2)nc(=O)[nH]1,-7,-24,122,11,6,10,-2.2,-3,-4,-4
COc1cc(C(=O)N2CCC(O)(c3ccccc3)CC2)cc(OC)c1OC,-2,1,·,8,1,-9,-1.4,-1,3,2
Cc1cccc(-c2noc(CN(C(C)C)S(=O)(=O)c3ccc(F)cc3)n2)c1,-1,2,·,5,3,-10,-1.2,4,-3,-10
COCc1ccc(CN2CCc3c([nH]c4ccccc34)C2CC(C)C)o1 (configuration not stated),3,-15,109,9,-2,29,-1.6,-1,3,-3
O=C1/C(=C/c2cccnc2)N=C2CCCCCN12,-6,-12,88,-18,0,7,2.8,4,2,3
CCCn1c(SCc2cc(=O)oc3ccc4ccccc4c23)n[nH]c1=O,-14,-8,90,12,3,8,-2.0,-1,0,2
COc1ccc(CNC(=O)C(c2ccco2)N(Cc2ccccc2)C(=O)Cc2cccs2)cc1 (configuration not stated),-6,-5,·,7,8,-2,-1.2,0,0,-5
O=C(CSc1ccc(-c2ccncc2)nn1)N1CCCCC1,19*,26,114,-15,-6,16,3.0,5,2,1
COc1ccc2cc3cc(C(=O)N4CCCCCC4)oc3nc2c1,6,3,109,4,9,1,-0.8,0,8,-1
CCCn1c(=O)c2ccccc2n2c(SCC(N)=O)nnc12,-4,0,110,6,-4,21,-1.1,1,2,-1
Cc1ccc(S(=O)(=O)N(Cc2nccn2C)C(C)C)cc1,-3,4,·,9,-1,10,-1.8,-3,-2,-2
c1cc2c(cc1C1=NNC(=NC3CC3)SC1)OCCO2,11,14,96,-7,2,-13,1.3,5,3,1
COc1ccccc1-c1noc(-c2ccccc2C(=O)NCc2ccco2)n1,-12,8,104,7,-5,-55,-1.4,7,0,0

# Structures listed so far that contain an aryl thioether with sulfur outside any ring, in the order listed:
SMILES,PKA-R1A act,Arr AP2 block,Pemphigus Ab inh,MOR-DOR inv ag,PKA-R2B act,HTR5A inv ctr,OPRM1-OPRD1 ag,HTR5A ag ctr,V-ATPase pHluor,DAGLB inh
COc1ccccc1N1CCN(C(=O)CSc2ncnc3scc(-c4ccccc4)c23)CC1,5,60*,102,-10,4,-3,1.9,1,-2,-10
COCCCNC(=O)CCSc1ccc(Cl)cc1,-15,18,·,1,0,-18,-0.1,4,-5,-3
CCC(Sc1nnnn1C)C(=O)Nc1ccc(C(C)=O)cc1 (configuration not stated),4,-10,98,4,1,-11,-0.6,-2,-2,0
Cc1cc(SCC(=O)c2ccccc2)nc(=O)[nH]1,-7,-24,122,11,6,10,-2.2,-3,-4,-4
CCCn1c(SCc2cc(=O)oc3ccc4ccccc4c23)n[nH]c1=O,-14,-8,90,12,3,8,-2.0,-1,0,2
O=C(CSc1ccc(-c2ccncc2)nn1)N1CCCCC1,19*,26,114,-15,-6,16,3.0,5,2,1
CCCn1c(=O)c2ccccc2n2c(SCC(N)=O)nnc12,-4,0,110,6,-4,21,-1.1,1,2,-1

# Further compounds follow:
SMILES,PKA-R1A act,Arr AP2 block,Pemphigus Ab inh,MOR-DOR inv ag,PKA-R2B act,HTR5A inv ctr,OPRM1-OPRD1 ag,HTR5A ag ctr,V-ATPase pHluor,DAGLB inh
CCc1c(C)nc2ncnn2c1N1CCC(C(=O)NCc2ccc3c(c2)OCO3)CC1,-17,-3,124,-6,-17,6,1.0,-2,0,0
Cn1c(=O)c2c(nc(CN3CCC(C(N)=O)CC3)n2Cc2ccccc2F)n(C)c1=O,7,29,96,-4,1,4,0.7,0,-3,1
COc1ccccc1C(=O)NC(=O)COC(=O)CCNS(=O)(=O)c1ccccc1,3,26,101,8,3,-19,-1.5,8,8,1
CC(=O)C1=C(O)CC(c2ccccc2)CC1=NCCc1c(C)[nH]c2ccc(C)cc12 (configuration not stated),-11,0,-12*,11,6,-12,-1.8,4,4,1
CCOC(=O)C1C(=O)NC(c2ccccc2)=NC1c1ccc(Cl)cc1 (configuration not stated),-7,3,98,7,-1,-3,-1.3,-2,0,0
CCS(=O)(=O)N1CCC2(CC1)OCCN2S(=O)(=O)c1ccc(OC)cc1,1,-4,101,9,6,-10,-1.8,2,4,1
